# Compound activity: PubChem, National Center for Advancing Translational Sciences (NCATS)
# Akt phos inh: Akt phosphorylation inhibition | Neuro2A IGF-stimulated pAkt S473 HTRF, 20 min; active compounds read low | activity change, % for hits at 50 µM | hit rate 0.32% among 360,000 | AID 651550; in the data active means activity change below about -80%; inconclusive means mostly about -51% to -80%; further: on the % scale 0 is the no-effect control and ±100 the full control effect
#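 Neuro2A cells in DMEM with 0.5% FBS, overnight at 37 deg C, given compound at single 50 µM final, then IGF (6 nM final) for 20 min at 37 deg C. Lysed; phospho-Akt Ser473 by HTRF after 24 h, 665/615 ratio.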
# A549 viability: A549 cytotoxicity, counter-screen for Nrf2 inhibitors. A549 ARE-Fluc cells, CellTiter-Fluor viability, 18-24 h. Potency, µM (top dose mostly 46 µM), inactives show at the highest dose activity change, negative = cytotoxicity, usual class: inhibitors. hit rate 0.16% among 390,000. AID 504648; further: potency means the concentration at half of the fitted maximal effect; on the % scale 0 is the no-effect control and ±100 the full control effect
#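 Cytotoxicity counterscreen: CellTiter-Fluor fluorescence was measured in A549 ARE_Fluc cells after 18-24 h of compound exposure in a concentration series. The subsequent BugLite luminescent read reports ARE-luciferase activity.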
# MmCpn inh: blocks the Methanococcus maripaludis chaperonin Mm-Cpn. purified Mm-Cpn ATPase, ADP Transcreener TR-FRET. AID 504842. Potency, µM (top dose mostly 76.9 µM), inactives show at the top dose activity, negative = inhibition, hits mostly inhibitors. hit rate 0.031% among 330,000; further: potency means the concentration at half of the fitted maximal effect; on the % scale 0 is the no-effect control and ±100 the full control effect; nearly all actives have a fitted effect of over 80% in size
#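 ATPase read-out: TR-FRET ADP immunoassay (anti-ADP Eu cryptate vs ADP-d2), ex 320 nm, em 590/665 nm; signal drops as ADP forms. Enzyme 25 nM, ATP 10 uM, 30 min at 37°C after 10 min compound preincubation.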
# HepG2 viability: HepG2 cytotoxicity, counter-screen for TGF-b inhibitors. HepG2 CAGA-GFP viability, ATP luminescence, 18 h. Potency, µM (titrated, usually from 46.1 µM), for the others: at the highest dose activity change, negative = cytotoxicity, usual class: cytotoxic. hit rate 0.76% among 410,000; further: potency means the concentration at half of the fitted maximal effect; some results filed as inactive show a strong effect at the top dose
#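 CellTiter-Glo luminescence gave cytotoxicity after 18 hours at 37 degrees C. The cells were HepG2 CAGA-GFP in 1% FBS DMEM, stimulated with 500 pg/mL TGF-beta after compound addition. %Activity was normalised to no-cell wells (complete cell-killing) and DMSO (no toxicity), and curves were fitted and classified.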
# Nrf2 activator: activates Nrf2 signaling; hit rate 0.31% among 410,000; AREc32 ARE-luciferase reporter (MCF7-derived line), luminescence, 24 h; Potency, µM (top dose mostly 46.1 µM), for inactives: at the highest dose activation, actives largely listed as activators; further: potency means the concentration at half of the fitted maximal effect; % of control where 0% means no effect; nearly all actives have a fitted effect of over 65% in size
#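 AREc32 cells carrying an ARE-driven firefly luciferase, 1000 cells/well in OPTI-MEM with 5% FBS, dosed after overnight attachment and incubated 24 hr at 37 deg C. Steady-Glo luminescence read after 30 min at RT.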
# TGFb SMAD3 inh: TGF-b pathway inhibition | Potency, µM (top dose mostly 46.1 µM), inactives show at the top dose activity, negative = inhibition, hits mostly inhibitors | hit rate 1.2% among 410,000 | HepG2 CAGA-GFP TGF-b/SMAD3 reporter, GFP fluorescence, 18 h; TGF-beta stimulated, 500 pg/mL final; further: potency means the concentration at half of the fitted maximal effect; on the % scale 0 is the no-effect control and ±100 the full control effect; nearly all actives have a fitted effect of over 65% in size
#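 HEPG2 CAGA-GFP reporter cells (1000/well, DMEM with 1% FBS) received compounds, then recombinant TGF-beta at 500 pg/mL final for 18 hours at 37 degrees C. Per-cell GFP summed per well was normalised to unstimulated and stimulated DMSO controls before curve fitting.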
# Abeta rescue: restores growth of yeast expressing A-beta42 peptide | yeast expressing A-beta42, growth rescue, OD600, 48 h; response scale: 0% DMSO, 100% iron-clioquinol control | Potency, µM (series often up to 46.1 µM), inactives show at the highest dose growth rescue, hits mostly activators | hit rate 0.063% among 410,000; further: potency means the concentration at half of the fitted maximal effect; nearly all actives have a fitted effect of over 55% in size
#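 Yeast growth medium received pinned compounds, then yeast cells expressing toxic A-beta were added; plates incubated at 30 C for 48 hr. Growth read as absorbance at 600 nm, normalized to DMSO and equimolar FeCl3 plus clioquinol controls.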
# Nrf2 inh: Nrf2 pathway inhibition; A549 ARE-Fluc reporter, luciferase luminescence, 18-24 h; Potency, µM (series often up to 46 µM), for inactives: top-dose activity change, negative = inhibition, most hits filed as inhibitors; hit rate 2.1% among 360,000; further: potency means the concentration at half of the fitted maximal effect; on the % scale 0 is the no-effect control and ±100 the full control effect; nearly all actives have a fitted effect of over 60% in size
#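 Reporter: ARE-Fluc in A549. Exposure: 18-24 h, 37 °C, 5% CO2, 5% FBS OPTI-MEM. Readouts: fluorescent cytotoxicity (CellTiter-Fluor), then luminescent Nrf2 signal after BugLite.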
# CCT modulator: changes cytosolic chaperonin activity | purified chaperonin ATPase assay, HTRF ADP detection, 30 min | activity change, % (test concentration not listed), hits read low | hit rate 0.3% among 360,000 | AID 651819; in the data active means activity change below about -30%; further: on the % scale 0 is the no-effect control and ±100 the full control effect
#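 ATPase activity: ADP formed was measured by HTRF Transcreener (665/615 nm ratio) after 30 min at 37 deg C with 10 uM ATP. Compounds screened at one 76 uM concentration against 40 or 20 nM TRiC in Tris pH 7.4/KCl/MgCl2/DTT buffer.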
# An asterisk follows results filed as active; i = inactive; ? = inconclusive; . = not tested or not shown; [ ] = remark or other dose. Unless noted, the call rests on the fitted dose curve; in most records, active means well fitted curve in the direction sought with a large enough effect; inconclusive means small, poorly fitted or top-dose-only effect, or another doubt; inactive means no such curve, though single readings can be large; an effect the other way counts as inactive or inconclusive.
Compound | Akt phos inh | A549 viability | MmCpn inh | HepG2 viability | Nrf2 activator | TGFb SMAD3 inh | Abeta rescue | Nrf2 inh | CCT modulator
COc1cccc(C(C)(O)c2nc(-c3cccc(C(=O)O)c3)cs2)c1 (stereo not given) | i | . | . | -9% | 0.4% | 3% | -14% | . | -0.7
CC(=O)N1CCOc2ccc(S(=O)(=O)N3CCCCC3)cc21 | i | -3% | -2% | 4% | -0.4% | 10% | 7% | -6% | -2.1
COc1cc(Br)cc(Br)c1OCC(=O)N/N=C/c1c(C)n(C)n(-c2ccccc2)c1=O | i | -4% | 3% | 2% | -1.0% | 4% | 8% | -1% | -2.3
Cc1ccc(C(=O)COC(=O)c2cnccn2)cc1 | i | 7% | 2% | -1% | -0.4% | 13% | 9% | 5% | -1.7
CCc1nc2nc(C)cc(Nc3ccc(Br)cc3F)n2n1 | . | 1% | . | -13% | -0.1% | -27% | -3% | -4% | .
Cc1ccc(NC(=O)[C@@H](CC(C)C)NC(=O)[C@@H]2Cc3ccccc3CN2)cc1 | i | 10% | -1% | 3% | 1.8% | 11% | 10% | 12% | 1.0
Cc1ccccc1OCCn1c(CCNC(=O)C(C)(C)C)nc2ccccc21 | . | -3% | . | -26% | 4.9% | ? | 2% | -9% | .
O=C(Nc1ccc(Cl)cc1)C(c1ccccc1)N(CCO)CCO (stereo not given) | i | -2% | 2% | 6% | 0.4% | 20% | -1% | 3% | -0.9
CCOC(=O)c1cnc2ccc(Cl)cc2c1NCCN(C)C | i | ? | 0% | -6% | 0.4% | 3% | 9% | . | -8.3
Cc1cc(-c2ccccc2)n(-c2ccc(C(N)=O)cc2)n1 | i | 11% | -1% | 2% | -0.4% | -7% | -6% | -16% | -4.1
CN(/N=C/c1ccc(O)cc1O)c1ncc(C(F)(F)F)cc1Cl | i | 0% | -3% | 13µM* | 2.7% | ? | ? | 12% | -0.2
CCOCCCNC(=O)C1CCN(S(=O)(=O)N2CCCC2)CC1 | i | -4% | 4% | 3% | -0.4% | 1% | -7% | 3% | 0.7
Clc1ccc(-c2nnc3n2CCCCC3)cc1 | i | 6% | 0% | -12% | -0.1% | -5% | 9% | 9% | -1.7
CCOc1ccccc1NC(=O)C(Cc1ccccc1)NS(=O)(=O)c1ccc(Br)s1 (stereo not given) | . | -10% | . | -27% | 0.0% | ? | -5% | 18µM* | .
O=C(COC(=O)CNC(=O)C1CCCCC1)Nc1ccc2ccccc2c1 | i | -11% | 2% | -46% | 2.5% | -1% | ? | 24% | -0.8
O=c1c2ccccc2cnn1Cc1n[nH]c(=S)n1-c1ccc(F)c(Cl)c1 | i | 0% | 0% | 13% | -0.3% | 1% | 7% | 8% | -1.0
O=C(/C=C/c1ccccc1)N1CCN(Cc2cc(=O)n3nc(-c4ccccc4Cl)sc3n2)CC1 | . | -14% | . | 4% | ? | ? | 5% | . | .
Cc1[nH]c(C)c(S(=O)(=O)N2CCN(c3cccc(Cl)c3)CC2)c1C(=O)N1CCCC1 | i | -8% | 0% | -14% | 0.0% | 1% | -10% | ? | 1.2
CCOC(=O)c1c(C)[nH]c(C(=O)C(C)OC(=O)c2cnc(C)cn2)c1C (stereo not given) | i | 0% | 0% | -20% | 2.3% | 0% | -5% | 8% | -1.0
Fc1c(F)c(F)c(CSc2nc3ccccc3[nH]2)c(F)c1F | i | -2% | 1% | -3% | 3.1% | 19% | 6% | 11% | -1.0
Cc1ccc(S(=O)(=O)c2nnn3c2nc(NC(C)C)c2cc(Cl)ccc23)cc1C | . | 0% | . | 1% | 0.1% | 11% | -8% | ? | .
Cc1ccc(C(=O)Nc2nccc(C)n2)cc1 | i | -2% | 1% | -31% | 7.5% | 0% | -1% | 2% | -1.2
COc1cccc(C(=O)Nc2ccc(C(=O)c3ccncc3)cc2)c1 | i | 0% | -4% | -19% | 0.4% | -30% | 9% | ? | -1.0
CC(C)OCCCNC(=O)CCCN1C(=O)CCn2nc(-c3cccn3C)cc21 | . | 14% | . | -13% | 0.7% | 1% | -14% | . | .
Cc1cc(C)n2c(NC3CCCCC3)c(-c3cccnc3)nc2n1 | i | . | . | . | 3.8% | . | -8% | . | -0.7
O=[N+]([O-])c1ccc(C(O)CSC(=S)N2CCCCC2)cc1 (stereo not given) | i | 1% | 0% | -2% | 7.9% | 4% | ? | 7% | 0.5
O=C(c1ccccc1NS(=O)(=O)c1cccc([N+](=O)[O-])c1)N1CCOCC1 | i | 14% | -1% | -2% | -0.2% | 0% | -2% | -15% | -2.0
CCCNC(=O)C1(C)CCCN(C(=O)C2(c3ccc(Cl)cc3)CCCC2)C1 (stereo not given) | i | . | . | -15% | 4.2% | -8% | -8% | . | 1.8
Cc1cc(C(=O)N/N=C/c2c3ccccc3cc3ccccc23)n[nH]1 | i | -20% | 1% | -46% | 1.5% | ? | -13% | -5% | -0.4
COc1ccc(N(C(=O)CNC(=O)c2ccco2)C(C(=O)NCC2CCCO2)c2ccccc2)cc1Cl (stereo not given) | i | -11% | -4% | 4% | 0.0% | 17% | -7% | 1% | -2.0

# Look-ups from the entries so far:
# COc1cccc(C(=O)Nc2ccc(C(=O)c3ccncc3)cc2)c1 in TGFb SMAD3 inh shows -30%
# Cc1cc(C(=O)N/N=C/c2c3ccccc3cc3ccccc23)n[nH]1 in MmCpn inh shows 1%

# The results go on:
Compound | Akt phos inh | A549 viability | MmCpn inh | HepG2 viability | Nrf2 activator | TGFb SMAD3 inh | Abeta rescue | Nrf2 inh | CCT modulator
Cc1ccc(-c2cc(C(=O)N3CCN(S(=O)(=O)c4ccc(Br)s4)CC3)[nH]n2)c(C)c1 | . | -3% | . | -32% | -0.7% | -48% | 1% | -24% | .
COc1ccccc1/C=C/C=N/N1CCN(Cc2ccc(Cl)cc2)CC1 | i | 3% | 2% | -23% | 3.1% | -9% | -7% | . | -1.1
CCCCc1c(O)nc(SCC(=O)O)[nH]c1=O | i | -4% | -1% | 5% | -0.2% | -8% | -1% | 6% | -0.3
CS(=O)(=O)N1CCc2cc(C(=O)Nc3cccc(F)c3)ccc21 | . | -3% | . | -24% | 0.9% | -15% | -7% | ? | .
COc1ccc(N(C(=O)c2snc(C(N)=O)c2N)C(C(=O)NC2CCCCC2)c2ccc(C)o2)c(OC)c1 (stereo not given) | i | -4% | 0% | 4% | 0.3% | 17% | 11% | -23% | -1.9
CCCCNC(=O)C1(C)CCN1C(=O)c1ccc2ccccc2n1 (stereo not given) | i | . | . | -1% | 0.6% | 22% | -7% | . | -8.3
CC(=O)c1cn(CCCCCCCn2cc(C(C)=O)c(=O)[nH]c2=O)c(=O)[nH]c1=O | i | 3% | 1% | 3% | -0.7% | 0% | -13% | 6% | 0.2
Cc1cc(C)cc(OCC(=O)Nc2ccc(-c3nc4ccccc4s3)cc2)c1 | . | 0% | . | -20% | 3.2% | -7% | -9% | -1% | .
CCOC(=O)CSc1nnc(Cc2ccccc2)n1CC1CCCO1 (stereo not given) | i | -1% | 1% | 0% | 0.1% | 8% | 10% | . | -1.6
NC(=O)C1CCN(C(=O)Nc2csc3ccccc23)CC1 | i | 1% | 0% | -6% | 0.7% | -4% | 3% | 2% | 0.2
COc1ccccc1CNC(=O)CS(=O)(=O)Cc1nc(-c2ccccc2C)oc1C | . | 21% | . | -19% | 1.4% | ? | -10% | -19% | .
CCOC(=O)c1ccc(S(=O)(=O)N2CCC(N3CCCCC3)CC2)cc1 | i | -1% | 0% | 0% | -0.7% | 4% | 1% | 0% | -0.8
Cc1cc(-c2ccco2)n(-c2ccccc2)n1 | i | -3% | 1% | 3% | 7.0% | 91%[activator] | -10% | 14% | 0.3
COc1cc2c(cc1OC)C(c1ccc(N(C)C)cc1)CC(=O)N2 (stereo not given) | i | 1% | -1% | 4% | 4.2% | 3% | 5% | ? | -1.6
Cc1nc(CCNC(=O)Cc2ccccc2)cs1 | . | 0% | -1% | 21% | -0.7% | 0% | 9% | -3% | -2.1
CCCCSc1nnc(-c2ccc(C)cc2)c2ccccc12 | i | 6% | -2% | -34% | 0.4% | -19% | 10% | -13% | -0.6
CN(CC(=O)Nc1ccccc1C(F)(F)F)C(=O)COc1ccccc1Cc1ccccc1 | i | -2% | -1% | -3% | 0.3% | 1% | -9% | -5% | -3.0
Cc1ccc(NC2=NCC(Cc3ccc(Br)cc3)S2)cc1 (stereo not given) | i | 4% | -2% | -67% | 6.3% | ? | 4% | ? | -3.0
O=C(NCC(=O)N1CCCCCCC1)c1ccc(Br)o1 | i | 1% | 0% | -2% | -0.6% | -13% | 8% | ? | 1.8
COc1ccc(Cc2nc3ccc(C(=O)NCC(C)(C)OC)cc3o2)cc1 | i | -10% | -2% | -17% | 4.6% | -16% | 6% | ? | 0.6
COc1ccc(C(=O)NCCNc2ccc([N+](=O)[O-])cn2)cc1 | i | -13% | -1% | 1% | 0.1% | 2% | 5% | -16% | -1.1
CCOC(=O)N1CCC(Nc2ccc(N3C(=O)C4CCCCC4C3=O)cc2[N+](=O)[O-])CC1 (stereo not given) | i | ? | -2% | -23% | -1.1% | -27% | -6% | -6% | 0.1
Cn1nnnc1SCCNCc1ccccc1F | i | 3% | 2% | 0% | -0.2% | 11% | -8% | 2% | 2.0
O=C(CCc1nnc(Cc2c[nH]c3ccccc23)o1)NC(C1CC1)C1CC1 | i | 6% | -3% | -21% | 1.4% | 5% | -10% | -3% | -4.6
Cc1ccccc1NC(=O)c1cnc2sc(N3CCCC3)nn2c1=O | . | -1% | . | 5% | -0.5% | 0% | -9% | 30% | .
